Assay outcomes: PubChem BioAssay, Broad Institute
FN deposition inh – inhibitors of fibronectin matrix deposition, primary screen, AH1F cells, Alexa488-fibronectin fluorescence, plate reader; AH1F fibroblasts, overnight; inhibition, % at 12.6 µM; actives 0.086% (n = 350,000);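 active = mean inhibition across replicates of 30% or more, regardless of how many single replicates reach that level; inconclusive = mean under 30% yet at least half of replicates reach 30%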;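 also: positive control wells lacked labelled fibronectin entirely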
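Material: AH1F fibroblast monolayer depositing Alexa488-labelled fibronectin into matrix / Amount: 10000 AH1F cells per well / Signal: fluorescence 485/525 nm / Medium: DMEM, 2% serum / Compound: single dose, pinned / Incubation: 1 h cell adhesion before compound, then overnight fibronectin incubation / Reagent: Alexa488-FN, 24 nM final / Read-out: inhibition of fibronectin deposition signal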
Cneo AK release – Cryptococcus neoformans cell lysis inducers, primary screen, AK release luminescence, single concentration. C. neoformans lysis, adenylate kinase release luminescence, 4 h; normalised: neutral wells 0, clomiphene wells 100. AID 651654, 2012. actives 0.2% (n = 360,000). lysis activity, % at 15 µM;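 active = mean lysis activity across replicates of at least 80%, whatever share of replicates individually reach that level; inactive = mean lysis activity below 80%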
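Signal: Adenylate kinase release luminescence | Assay system: Log-phase Cryptococcus neoformans yeast cells | Input: Cells at 5 × 10^6 per mL | Buffer or medium: Fresh YPD growth medium | Compound: Single dose | Schedule: Static 4 h at 37 °C with compound, 1 h detection | Controls: Clomiphene | Read-out: Luminescence rise reflecting yeast cell lysis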
PglD inh – C. jejuni PglD acetyltransferase inhibitors, primary screen, biochemical, DTNB colorimetric, single point. purified PglD enzyme, DTNB colorimetric CoA detection. inhibition, % at 12.5 µM. actives 0.098% (n = 360,000); in the data active = inhibition above about 16%, passing the limit was not always enough; inconclusive = no clear call, values can overlap the other calls; also: strong numbers were not always called active
GSIS activator – GLuc luminescence reporter in INS-1E cells, primary screen for activators of glucose-dependent secretion of insulin. INS-1E GLuc reporter insulin secretion, 2-3 h. activation, % at 16.6 µM. actives 0.61% (n = 370,000);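 active = lowest replicate activation of at least 40%, so every replicate reaches that level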;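 also: 0% = median of neutral control wells and 100% = median of IBMX positive control wells; some compounds called inactive have numbers as strong as hits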
C2C12 statin – suppressors of statin myotoxicity in C2C12 myotubes, primary screen, cell-based, single point, plate reader. C2C12 myotubes + simvastatin, ATP luminescence, 48 h; scaled: DMSO 0, geranylgeraniol control 100. AID 602340, 2012. actives 0.78% (n = 330,000). rescue of ATP level, % at 7.49 µM;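 active = mean ATP rescue above about 67%, or every replicate alone reaching that limit, limit read from the data, passing the limit was not always enough; inconclusive = no clear call, values can overlap the other calls; inactive = mean under the limit and some replicate under it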;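 also: myotubes were challenged with 10 µM simvastatin during compound exposure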
CFTR F508del cor – F508del CFTR correction, initial screen, CFBE line, single point | actives 0.36% (n = 350,000) | CFBE cells, YFP halide quenching; stimulated with forskolin plus potentiator P3; % fluorescence drop versus neutral controls | activity (quench increase), % at 7.58 µM;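 active = mean added fluorescence quench of at least 8% versus neutral control, with both replicates also reaching 8%; inconclusive = only one of the mean or replicate conditions met; inactive = mean below 8% and not both replicates reaching 8%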;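 also: cells transiently co-express mutant CFTR-F508del with the halide-sensitive YFP; corrector assay measuring rescue of mutant channel to the surface after 24 h compound exposure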
miR122 inh – miR-122 Renilla sensor signal increase in Huh7, primary screen, miR-122 inhibitor project, cell-based, single point, plate reader; Huh7 miR-122 Renilla luciferase sensor, 48 h; neutral wells = 0, positive control = 100; activation (reporter increase), % at 12.5 µM; actives 0.3% (n = 340,000); AID 602342, 2012;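 active = mean replicate activation score at least 90 and every replicate individually at or above 90; inconclusive = only one of the two criteria met; inactive = neither criterion met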;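 also: higher luciferase means less miR-122 activity so hits act as miR-122 inhibitors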
PGC1a acetyl inh – inhibitors of PGC1a acetylation signal, primary screen, cell-based, U2OS, AlphaScreen, inhibitor mode | AlphaScreen anti-acetyl-lysine; with virally co-expressed GCN5 acetyltransferase | inhibition, % at 15.6 µM | actives 0.17% (n = 350,000) | AID 651687, 2012;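 active = every replicate shows inhibition of at least 40%; inconclusive = mean inhibition at least 40% but some replicate below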;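 also: 0% = neutral control wells and 100% = positive control wells; some results beyond the cut were filed as inactive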
Numbers without * were called inactive; u = inconclusive; x = not tested or not shown; [ ] = remark or other dose.

mol	C2C12 statin	FN deposition inh	miR122 inh	PglD inh	GSIS activator	Cneo AK release	PGC1a acetyl inh	CFTR F508del cor
CCOc1ccc(N2CC(C(=O)OC)CC2=O)cc1 (stereo not given)	-9	x	-1	3	-13	1	-5	x
CC(C)C#Cc1ccc2c(c1)O[C@H](CN(C)C(=O)C1CC1)[C@H](C)CN([C@H](C)CO)S2(=O)=O	-11	x	-16[16.7 µM]	2	-11	1	7	-2.1
O=C(N/N=C/c1ccccn1)c1ccc([N+](=O)[O-])cc1	x	4	x	x	-9	x	0	2.3
COc1cccc(CN(C)CC(O)COc2cc(Cl)ccc2Cl)c1 (stereo not given)	-7	4	-1	3	-26	2	-3	-1.8
CCn1c(CNc2ccc(C)cc2)nnc1SCC(=O)NCc1ccccc1	4	x	-7	-1	-11	1	-9	1.1
O=C(O)C1CCCN1C(=O)OCC1c2ccccc2-c2ccccc21 (stereo not given)	3	4	x	x	x	x	-8	1.0
COCC(=O)Nc1ccc2c(c1)[C@@H]1C[C@@H](CC(=O)NCc3ccccc3OC)O[C@H](CO)[C@@H]1O2	2	-33	2[16.7 µM]	2	0	-8	-7	3.9
COc1ccc(-c2nn(Cc3ccccc3)cc2C(=O)N2CCN(c3ccccn3)CC2)cc1OC	7	-9	40	-1	-6	-2	-2	-3.6
CC(=O)Nc1ccc(-c2nn[nH]n2)cc1Cl	x	-3	-10	3	x	1	7	x
O=C(C[C@@H]1CC[C@H](NS(=O)(=O)c2ccc(F)cc2)[C@@H](CO)O1)N1CCN(c2ccccc2)CC1	6	-3	x	-1	5	-1	4	-0.6
CCc1cc(=O)oc2cc(OCC(=O)N3CCCc4ccccc43)ccc12	13	x	x	5	x	4	3	x
CC(NC(=O)c1cccc(Br)c1)c1ccccc1 (stereo not given)	9	x	-9	2	1	2	x	1.1
CC(=O)N[C@H]1CC[C@@H](CCNC(=O)Nc2ccc(C(F)(F)F)cc2)O[C@H]1CO	-15	-5	x	-1	-21	-1	7	-1.9
COc1ccc(CCN(C)c2ccc(C(N)=O)cc2[N+](=O)[O-])cc1OC	1	-1	-5	11	32	-1	x	1.1
O=C(Nc1ccccc1Cl)c1ccn[nH]1	-7	x	1	-2	x	-1	-11	x
O=C(O)CC(C(=O)O)c1cn(Cc2ccccc2)c2ccccc12 (stereo not given)	12	x	-5	-3	x	1	0	x
O=C(O)C1CCCCC1C(=O)Nc1ccc(S(=O)(=O)N2CCCCCC2)cc1 (stereo not given)	9	0	5	x	6	x	x	-1.8
Clc1cnc(Nc2cccnc2)c(Cl)c1	5	5	x	-4	45	-1	x	0.2
Cc1cc[n+](-c2ccccc2)c2ccccc12	-11	x	-9	-3	-41	-1	x	4.3
CC(CCc1ccccc1)NC(=O)c1nnc(Cc2ccc(F)cc2)o1 (stereo not given)	6	1	-5	-2	-33	3	-5	1.0
C[C@@H]1CN([C@H](C)CO)S(=O)(=O)c2ccc(C3=CCCCC3)cc2O[C@@H]1CN(C)C(=O)c1ccc(F)cc1	-154	x	-27[16.7 µM]	1	-11	-3	-4	0.3
S=C(NCc1ccc2c(c1)OCO2)Nc1ccc2nsnc2c1	-14	2	24	-1	17	-2	3	-1.1
CO[C@H]1CN(C)C(=O)c2cc(NC(C)=O)ccc2OC[C@@H](C)N(CC2CCCCC2)C[C@@H]1C	-17	3	9[16.7 µM]	3	15	3	u	-0.9
CCCC(=O)OCC(=O)Nc1ccc2[nH]c(=O)[nH]c2c1	16	-3	-14	x	22	x	12	0.1
O=C(Nc1cc(F)ccc1F)N[C@H]1CC[C@@H](CC(=O)N2CCc3ccccc3C2)O[C@@H]1CO	4	-7	x	3	-8	-5	-4	-0.6
CC(C)CC(NC(=O)OC(C)(C)C)c1cn([C@@H](CCC(=O)OC(C)(C)C)C(=O)N2CCN(C(=O)OC(C)(C)C)CC2)nn1 (stereo not given in full)	6	-6	6	2	-35	0	-8	4.4
CCOC(=O)N1CCc2c(sc(NC(=O)C3COc4ccccc4O3)c2C(N)=O)C1 (stereo not given)	-13	4	x	4	-22	-1	x	-1.3
O=C(CSc1nnc(Cc2ccccc2)n1-c1ccc(Cl)cc1)N1CCOCC1	16	x	x	0	5	0	2	x
Cc1cc(NC(=O)Cc2cc(F)cc(F)c2)no1	7	7	-2	2	7	1	x	-0.7
CCc1nc2ccc(C(=O)N(C)CCN(C)C)cn2c1N(C)Cc1cc2ccccc2s1	-6	8	-9	-5	x	-1	-9	2.5
CCOc1cc(-c2nc(-c3ccc(C)nc3OCC)no2)cc(OCC)c1OCC	-28	7	-5	-3	25	2	18	x
O=C(CN1C(=O)C(=O)N(C2CCCC2)C1=O)Nc1cc(Cl)ccc1[N+](=O)[O-]	1	7	-6	-3	x	3	-4	0.8
Cc1cnc(C(=O)OCC(=O)Nc2ccc3c(c2)OCCO3)cn1	17	2	11	-3	6	1	-2	0.4
CCCNC(=O)N1[C@@H]2CN(C(=O)c3cccnc3)c3ccccc3[C@@H]2[C@@H]1CO	-3	x	0[16.7 µM]	-2	10	6	1	-1.0
CCOC(=O)N1CCN(c2nnnn2-c2ccccc2)CC1	x	x	-4	-2	14	0	-4	x
O=C(C1CCOCC1)N1CC(=O)N2[C@@H](CO)[C@@H](c3ccc(C#CCc4ccccc4)cc3)[C@@H]2C1	x	-6	x	x	4	x	2	-3.7
CCNC(=O)C1(C)CCCN(C(=O)C2(c3ccc(Cl)cc3)CCCC2)C1 (stereo not given)	3	-4	-2	2	6	-1	-6	3.7
CCCc1nnc(NC(=O)c2cccs2)s1	-5	2	0	-3	x	-3	7	x
C[C@H]1CN([C@@H](C)CO)C(=O)c2cc(-c3cccc(F)c3)cnc2O[C@H]1CN(C)C(=O)C1CCCCC1	12	x	-3[16.7 µM]	-2	-4	-1	-7	-1.0
Cc1cc(C(=O)OCC(=O)Nc2ccccc2F)c(C)o1	-7	-7	-1	5	x	-1	-6	x
C[C@@H]1CN([C@H](C)CO)C(=O)c2cccc(NC(=O)Nc3ccccc3)c2O[C@H]1CN(C)C(=O)Nc1ccccc1	37	-3	-5[16.7 µM]	1	-3	-8	-6	1.3
CCc1ccccc1NC(=O)CN1CCN(C(=O)CNC(=O)c2ccccc2F)CC1	3	4	-2	-1	21	0	3	1.5
Cc1cc(OCC(=O)NCC(c2ccc(F)cc2)N2CCOCC2)ccc1Cl (stereo not given)	2	-3	-4	-3	-30	4	11	0.6
O=C1Nc2ccccc2C(O)(C(=O)NCc2ccc3c(c2)OCO3)N1c1ccccc1 (stereo not given)	2	1	-8	1	x	-1	7	x
COCC(=O)N1C[C@@H]2[C@H](c3ccccc31)[C@@H](CO)N2Cc1ccccc1F	-8	x	12[16.7 µM]	6	-3	-2	-2	-2.7
CCN(CC)C(=O)C1=C(C)N(Cc2ccc(C(C)(C)C)cc2)C(=O)C(CC(=O)NC2CCCC2)C1 (stereo not given)	-5	2	1	3	x	-2	-18	1.7
CC1CCN(CCOCCOc2ccc(Cl)cc2Br)CC1	-16	x	8	-3	-7	-1	-10	3.8
C[C@@H]1CN([C@@H](C)CO)C(=O)c2cc(NC(=O)c3ccccc3)ccc2O[C@@H](C)CCCCO[C@@H]1CN(C)C(=O)c1ccccc1	x	-6	-4[16.7 µM]	-4	-6	2	-5	-0.2
Cc1ccc(N2C(=O)C3C4C=CC(C4)C3C2=O)cc1C (stereo not given)	20	-1	4	2	-5	0	-61	x
CC(C)NC(=O)CSCc1ccccc1Cl	x	-9	-6	10	x	-2	x	x
CC1CCCCN1C(=O)c1cc(-c2ccc3c(c2)OCO3)on1 (stereo not given)	-4	3	x	4	x	-2	x	-1.5
Cc1noc(C)c1S(=O)(=O)N(C)C[C@@H]1Oc2ccc(NC(=O)Nc3ccc(C(F)(F)F)cc3)cc2CC(=O)N([C@@H](C)CO)C[C@@H]1C	-76	0	-12[16.7 µM]	3	0	4	2	5.1
O=c1c(C(c2c(O)nc3n(c2=O)CCS3)c2cccc3ccccc23)c(O)nc2n1CCS2	-8	6	3	4	x	10	18	x
Cc1nn(Cc2ccc(C(=O)Nc3ccccc3C(F)(F)F)o2)c(C)c1Br	11	-4	-7	2	x	0	-3	x
Cc1ccc2nc(C3CCCN(C(=S)Nc4ccccc4C)C3)[nH]c2c1 (stereo not given)	10	x	-4	-2	-33	2	-40	x
Cc1ccc(NC(=O)NC(=O)CN2C(=O)NC3(CCCCCCC3)C2=O)c(C)c1	8	x	2	5	-35	0	2	3.4
OCC[C@@H]1C[C@@H](O)[C@H](O)[C@@]2(CCCO2)O1	7	3	x	x	3	-1	x	-2.5
Cc1ccc(NC(=O)CN(C)C(=O)COc2ccc(Br)cc2)cc1	0	3	0	-6	8	1	x	-1.1
O=C(O)c1cc(-c2ccc(-c3c(-c4ccc5c(c4)OCO5)noc3-c3ccsc3)cc2)nc2ccccc12	5	-15	-4	2	x	-3	-3	0.7

One compound at a time, from the list above. Order of screens: C2C12 statin, FN deposition inh, miR122 inh, PglD inh, GSIS activator, Cneo AK release, PGC1a acetyl inh, CFTR F508del cor
Record of Cc1cc(C(=O)OCC(=O)Nc2ccccc2F)c(C)o1 = -7, -7, -1, 5, x, -1, -6, x
Record of CCOC(=O)N1CCN(c2nnnn2-c2ccccc2)CC1 = x, x, -4, -2, 14, 0, -4, x
